# TAG inh – triacylglycerol accumulation inhibition. H9c2 cells, Nile Red lipid (TAG) fluorescence; cells loaded with 200 µM oleic acid. inhibition, % at 12.5 µM. actives 0.66% (n = 230,000). AID 651582;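 active means pattern-corrected inhibition of lipid staining of at least 50% with the nuclear-stain viability signal not falling by more than 50%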;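 further: 0% = DMSO wells and 100% = triacsin C control wells; some results filed as inactive read as strong as hits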
# TAG inh DAPI viability – second read-out of TAG inh, no call of its own (marks repeat the call); DAPI nuclei signal change (viability), lower = more cytotoxic, %;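 whole-well DAPI fluorescence read on a plate reader as a viability signal; minus 50 percent equals half of cells still viable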
# Active calls of the source: *; & = joins results of further samples.
# Sequence of screens: TAG inh | TAG inh DAPI viability
- CCCCOc1cc(NCc2ccccc2)c2ncn(C(C)C)c2c1
    28 | 3
- CCOc1ccccc1N1CCN(C(=S)NC(=O)C23CC4CC(CC(C4)C2)C3)CC1
    45 | -7
- Cc1nc(NC(=O)c2cc3c(C)nn(-c4ccccc4)c3s2)sc1C(=O)Nc1ccccc1
    7 | 16
- CN(Cc1ccccc1)C(=O)c1cccc(N2C(=O)NC3CC2(C)Oc2ccccc23)c1 (stereo not given)
    -3 | 1
- CC(=O)Nc1ccc(/C=N/NC(=O)c2cccs2)cc1
    9 | -4
- COc1ccc(OC)c2sc(N3CCN(C(=O)c4ccc([N+](=O)[O-])s4)CC3)nc12
    4 | 3
- COc1cc(C=O)ccc1OCCOCCOc1c(C)cc(Cl)cc1Cl
    -9 | 0
- COc1ccc(N2CCN(C(=O)C(Cc3ccccc3)n3cccc3)CC2)cc1 (stereo not given)
    -1 | -6
- CCOc1cccc2cc(C(=O)N3CC(C)OC(C)C3)c(=O)oc12 (stereo not given)
    6 | -12
- Cc1c(Cl)cccc1NC(=O)Cc1cccs1
    -5 | 4
- Cc1ccccc1NC(=O)/C=C/c1cccs1
    -9 | 0
- O=C(CCn1c(=O)c2ccccc2n(Cc2ccccc2)c1=O)NCc1ccc2c(c1)OCO2
    0 | -10
- Cc1noc(C)c1COc1cccc(C(=O)NCc2cccc(Cl)c2)c1
    12 | -2
- COc1ccc(Cl)cc1NC(=O)CN(C)C(=O)c1ccc(C)s1
    -7 | -9
- COc1ccc(CNC(=O)CSc2ccsc2[N+](=O)[O-])cc1
    -22 | -3
- Cc1noc(C)c1NC(=O)Nc1cccc2c1O[C@H](CN(C)S(=O)(=O)c1c(C)noc1C)[C@@H](C)CN([C@H](C)CO)C2=O
    -3 | 0
- Nc1ccc2ccccc2c1[N+](=O)[O-]
    9 | 1
- C=CCn1c(N2CCN(c3ccc(OC)cc3)CC2)nc2c1c(=O)[nH]c(=O)n2C
    -14 | 11
- COc1ccc(C2=NN(C(=O)CCC(=O)O)C(c3ccccc3OC)C2)cc1 (stereo not given)
    -20 | 7
- c1csc(-c2nnc(COc3ccc4c(c3)OCO4)o2)c1
    -1 | 3
- O=C(Nc1ccc(Cl)c(S(=O)(=O)N2CCOCC2)c1)c1cc(-c2ccccn2)nc2ccccc12
    23 | -23
- Cc1ccc(-c2nc(SCC(=O)c3c(N)n(C)c(=O)n(C)c3=O)n[nH]2)cc1
    0 | 9
- C/C=C(\C)C(=O)NCCN1C2=NC[C@H](Cc3ccccc3)N2C[C@@H]1Cc1ccc(OC)cc1
    -7 | -4
- O=C(Cc1ccccc1)NCCCN1CCN(CCCNC(=O)Cc2ccccc2)CC1
    5 | -4
- Cc1ccccc1C(=O)NNC(=O)c1cc(S(=O)(=O)N2CCOCC2)ccc1C
    2 | -3
- O=C(Nc1ccc(S(=O)(=O)N2CCCCC2)cc1)c1cccnc1Cl
    1 | -5
- Cc1ccc(-c2nnn(CC(=O)N(c3ccc(F)cc3)C(C(=O)NC(C)(C)C)c3ccco3)n2)o1 (stereo not given)
    6 | -6
- O=C(Nc1ccn(CCCNCc2ccccc2)c(=O)n1)OCc1ccccc1
    6 | 3
- COC(=O)c1sc2ncn(-n3c(C)ccc3C)c(=O)c2c1C
    -4 | 8
- COc1ccc(C(CNC(=O)c2cccc(S(=O)(=O)Nc3ccc(F)cc3)c2)N2CCCC2)cc1 (stereo not given)
    0 | -2

# Three entries from above, ordered by length of the SMILES, largest number first:
# Sequence of screens: TAG inh | TAG inh DAPI viability
- Cc1noc(C)c1NC(=O)Nc1cccc2c1O[C@H](CN(C)S(=O)(=O)c1c(C)noc1C)[C@@H](C)CN([C@H](C)CO)C2=O
    -3 | 0
- COc1ccc(N2CCN(C(=O)C(Cc3ccccc3)n3cccc3)CC2)cc1 (stereo not given)
    -1 | -6
- CC(=O)Nc1ccc(/C=N/NC(=O)c2cccs2)cc1
    9 | -4

# Other structures:
# Sequence of screens: TAG inh | TAG inh DAPI viability
- CCN(CC)S(=O)(=O)c1cc(-c2nnc(-c3ccc(Br)cc3)o2)ccc1Br
    10 | -3
- Cc1cc(C)cc(NC(=O)c2cc(=O)c3ccccc3o2)c1
    -6 | -1
- COCC(=O)n1nc(NCc2ccc(OC)cc2)nc1NCc1ccc(OC)cc1
    12 | 5
- Cc1cccc(C(O)c2ncc(-c3ccccc3Cl)[nH]2)c1C (stereo not given)
    -2 | -2
- O=C(CSc1ncccn1)N1CCN(S(=O)(=O)c2ccccc2)CC1
    1 | -11
- O=C(Nc1ccc(Cl)cc1)Nc1nc(-c2ccccc2)cs1
    9 | 8
- O=C(COC(=O)c1ccc(Br)cc1)NCCC1=CCCCC1
    2 | -3
- COc1cc(CNn2nnnc2N)cc(Br)c1OCC(=O)NC(C)(C)C
    -18 | -5
- COc1cc([N+](=O)[O-])ccc1NC(=O)CSc1nnc(C)c(C)n1
    3 | 2
- COc1cc(/C=C2/NC(=O)N(Cc3ccccc3F)C2=O)cc(OC)c1O
    10 | -7
- CN(CC(=O)OCC(=O)NCC(F)(F)F)S(=O)(=O)c1ccc(Cl)cc1
    11 | -5
- COc1cc(CNc2ncnc3c2ncn3[C@H]2CN(Cc3ccc(F)cc3)C[C@@H](CO)O2)cc(OC)c1OC
    14 | -6
- Cc1ccccc1NS(=O)(=O)c1ccc(NC(=O)N2CCCCC2)cc1
    -4 | -1
- CCOC(=O)N1CCN(C(=O)c2ccc(Cn3c(=S)[nH]c4cc5c(cc4c3=O)OCO5)cc2)CC1
    -25 | 1
- CC[C@]12c3[nH]c4cc(CCC(=O)N(C)C)ccc4c3CCN1C(=O)[C@@H](CC(=O)NC(C)(C)C)C[C@@H]2C(=O)N1CCN(C(=O)c2ccco2)CC1
    13 | -9
- CC(=O)Nc1c(C(=O)O)oc2ccc(Cl)cc12
    3 | -9
- O=C(c1ccc(N2CCOCC2)c([N+](=O)[O-])c1)N1CCCCC1
    -6 | 2
- COc1ccc(C(C(C(=O)c2cccs2)N2CCOCC2)N2CCOCC2)cc1OC (stereo not given)
    19 | -11
- CCNS(=O)(=O)c1ccc(CCC(=O)O)cc1
    7 | -19
- CCOC(=O)c1cnc(-c2ccccc2)nc1Oc1cccc(Cl)c1
    -1 | -10
- Cc1cc(=O)oc2cc(OCC(=O)OCC(=O)Nc3ccccc3Br)ccc12
    13 | -6
- CC(C)c1onc(C(=O)NCCc2ccccc2)c1[N+](=O)[O-]
    -4 | 0
- Cc1ccc(Nc2cc(=O)[nH]c(=O)[nH]2)cc1C
    -6 | 2
- CN(C)c1ccc(P(=O)(Nc2ccc([N+](=O)[O-])cc2)N2CCOCC2)c(NC(=O)c2cccs2)c1 (stereo not given)
    -6 | 4
- COc1ccc(NC(=O)COC(=O)c2ccc3ccccc3n2)cc1
    1 | -4
- CCN1CCN(C(CNS(=O)(=O)c2ccc(F)cc2)c2cccnc2)CC1 (stereo not given)
    17 | 2
- COC(=O)N/N=C\c1ccc(OC/C=C/c2ccccc2)cc1
    -31 | 6
- COc1ccc(/C=N/n2c(N)nc(-c3ccccc3)c2-c2ccccc2)cc1
    3 | 0
- Cc1cc2[nH]c(=O)c(=O)[nH]c2cc1S(=O)(=O)NCC(C)c1ccccc1 (stereo not given)
    1 | -5
- Cc1ccc(NC(=O)c2cc([N+](=O)[O-])ccc2N2CCOCC2)cc1S(=O)(=O)N1CCOCC1
    1 | -3

# Record cards (already shown). Order of screens: TAG inh | TAG inh DAPI viability
# COC(=O)N/N=C\c1ccc(OC/C=C/c2ccccc2)cc1 is entered as -31 | 6
# Cc1ccc(Nc2cc(=O)[nH]c(=O)[nH]2)cc1C is entered as -6 | 2
# COc1ccc(/C=N/n2c(N)nc(-c3ccccc3)c2-c2ccccc2)cc1 is entered as 3 | 0
# Cc1cc(=O)oc2cc(OCC(=O)OCC(=O)Nc3ccccc3Br)ccc12 is entered as 13 | -6
# COc1cc(/C=C2/NC(=O)N(Cc3ccccc3F)C2=O)cc(OC)c1O is entered as 10 | -7

# Next entries follow.
# Sequence of screens: TAG inh | TAG inh DAPI viability
- Cc1n[nH]c(C)c1CNCc1c(C(=O)N2CCCCCCC2)nc2ccc(Cl)cn12
    -8 | -3
- C=CCSc1nnc(-c2ccccc2NC(=O)CC)c(=O)[nH]1
    -9 | 1
- CCOc1ccc(CN2CCN(Cc3cnc(N4CCOCC4)s3)CC2CCO)cc1 (stereo not given)
    -3 | 11
- Cn1cnnc1SCc1nnc(-c2ccccc2Br)o1
    22 | -9
- COc1ccc(Cl)cc1NC(=O)NCC1CCN(C(=O)OC(C)(C)C)CC1
    -92 | -1
- Cc1ccc(CNC(=O)c2ccc(CNS(=O)(=O)c3ccc4c(c3)C(C)(C)C(=O)N4C)cc2)o1
    2 | -3
- CCOc1ccc(Oc2ccccc2NC(=O)CN2C(=O)NC3(CCCC3)C2=O)cc1
    -4 | 0
- O=C(CNC(=O)c1ccccc1F)Nc1ccc2c(c1)OCO2
    -1 | 7
- COc1ccc(OCC(=O)NNc2nc3ccccc3s2)cc1
    17 | -8
- CC1(C)CC(=O)C2=C(C1)Nc1cc(Cl)ccc1S2
    -11 | 10
- N#CC(=C=[N-])/C=C(\C(=O)c1ccccc1)[n+]1ccccc1
    -14 | 3
- Cc1cc(C(=O)CN2CCCC2)c(C)n1-c1ccc(Cl)cc1
    6 | 6
- COc1cccc(-c2ccc3c(c2)C2CC3CCN2C(C)=O)c1 (stereo not given)
    -10 | 2
- CCN(CC)CCCN=Cc1c(-c2ccccc2)[nH]n(-c2nc3ccccc3s2)c1=O
    -7 | 10
- CCN1C(=O)[C@H]2[C@@H](c3ccc(-c4ccc5c(c4)OCO5)cc3)N[C@@](Cc3ccccc3)(C(=O)OC)[C@H]2C1=O
    -1 | 0
- O=C(NC(NC1CCS(=O)(=O)C1)C(Cl)(Cl)Cl)c1cccc(Cl)c1 (stereo not given)
    -7 | -4
- CCN(CC(=O)Nc1ccc(NC(C)=O)cc1)c1ccc(C(F)(F)F)cn1
    5 | 4
- Cn1c(=O)[nH]c2nnc(-c3ccc(Cl)c(Cl)c3)nc2c1=O
    6 | 3
- CC1CCCC(C)N1/N=C/c1ccc(C#N)cc1 (stereo not given)
    0 | 2
- Cc1nc(SCC(=O)Nc2ccc(Cl)cc2[N+](=O)[O-])nc(C)c1C
    -1 | 2
- CCN1CCN(Cc2ccc(NC(=O)c3cc(NC(=O)C4=NN(c5ccccc5)C(=O)C4)cc(OC)c3)cc2C(F)(F)F)CC1
    12&-1 | -6&9
- COc1ccc2c(c1)CCN(C(=O)CCl)C2C1C(=O)CCCC1=O (stereo not given)
    -5 | -6
- CCC(=O)NC(=S)Nc1cccc(NC(=O)c2ccccc2)c1
    -15 | 5
- CCc1ccc(-c2nc(CN3CCC(C(=O)N4CCN(c5ccccn5)CC4)CC3)c(C)o2)cc1
    -9 | 4
- N/C(=N\OS(=O)(=O)c1ccc2ccccc2c1)c1ccncc1
    9 | -2
- CN(C)C/C=C/C(O)(c1ccccc1)c1ccccc1
    7 | -4
- O=C(COC(=O)c1ccc(S(=O)(=O)N2CCCCC2)cc1)NCc1ccc(F)cc1
    -2 | 7
- CC(=O)NC(c1cccc(F)c1)c1nc(-c2cnc3ccccc3c2)cs1 (stereo not given)
    13 | -13
- CC(=O)Nc1ccc(S(=O)(=O)NC(CC(=O)NCCCN2CCOCC2)C(C)C)cc1 (stereo not given)
    -1 | -2
- CN(C)c1ccc(C(CNS(=O)(=O)c2ccc3ccccc3c2)N2CCOCC2)cc1 (stereo not given)
    -15 | -2
- CCOc1ccc(NC(=S)NC(C)C(c2ccccc2)N2CCN(C)CC2)cc1 (stereo not given)
    11 | 0
- Cc1c(NC(=O)/C(C#N)=C/c2ccccc2)c(=O)n(-c2ccccc2)n1C
    19 | -13
- CC(C)NCCOc1cccc(Br)c1
    12 | 6
- CCOC(=O)C1(CCOc2ccccc2)CCN(Cc2cccc3nonc23)CC1
    -22 | 13
- CCOc1ccc(/C=C2\SC(=S)N(NS(=O)(=O)c3ccccc3)C2=O)cc1OC
    7 | -7
- COc1ccc(NC(=O)N2CCCC2C(=O)Nc2ccccc2)cc1 (stereo not given)
    -7 | 6
- O=C(O)C1CCCCC1C(=O)Nc1nc(-c2cccs2)cs1 (stereo not given)
    15 | -6
- Cc1ccc(S(=O)(=O)N(CC(=O)Nc2cccc([N+](=O)[O-])c2)C(=O)N2CCN(C)CC2)cc1
    0 | -1
- COc1ccccc1-c1cc(C(=O)N/N=C/c2cccs2)c2ccccc2n1
    -1 | -1
- C/C(=N\Nc1ccccc1[N+](=O)[O-])c1ccc(N2CCOCC2)cc1
    7 | 2
- CC(C)Cc1nc(SCc2cccnc2)c2c(=O)n(C)c(=O)n(C)c2n1
    -6 | 7
- Cc1ccc(CC2S/C(=N/c3ccccn3)NC2=O)cc1 (stereo not given)
    3 | 0
- CCOc1cc(CNCc2ccccn2)cc(Cl)c1OCC
    -5 | 10
- N#C/C(=C/c1ccc(-c2ccc([N+](=O)[O-])cc2)o1)c1nnc(N2CCOCC2)n1-c1ccccc1
    -4 | -16
- CCOCC(=O)Nc1ccccc1C(=O)N1CCOCC1
    -1 | -7
- COc1cc(C(=O)NNc2nc3cc4c(cc3s2)OCO4)cc(OC)c1OC
    -9 | 5
- COC(=O)CC1=C(c2ccc([N+](=O)[O-])cc2)CCC1=O
    1 | -4
- CN(C)Cc1c(C(C)(C)O)[nH]c2ccc(C(F)(F)F)cc12
    13 | -2
- CC1C(=O)N(Cc2cn(Cc3ccco3)nn2)CCS(=O)(=O)N1Cc1ccc(-c2ccc(Cl)cc2)cc1 (stereo not given)
    3 | 7
- CC(C)NC(=O)COC(=O)c1ccc(Cl)c(S(N)(=O)=O)c1
    -1 | -2
- O=c1cc(Cl)c(-c2ccccc2)n[nH]1
    -3 | 14
- O=C(O)Cc1ccc(O)c(F)c1
    -12 | 2
- CCOc1ccccc1OCCCC(=O)Nc1cc(S(=O)(=O)N2CCCCC2)ccc1C
    -2 | 4
- O=[N+]([O-])c1cccc(S(=O)(=O)[N-]c2nc3ccccc3nc2-n2cc[n+](Cc3ccccc3)c2)c1
    -6 | -2
- CCCn1nnnc1SCC(=O)Nc1nnc(CC)s1
    -41 | 5

# This is a subset, so the mix of outcomes need not match the whole.
